From PubChem BioAssay
WRN helicase inh: qHTS for Inhibitors of WRN Helicase; Potency, µM (top dose mostly 114 µM), for inactives: at the top dose activity change, negative = inhibition, hits mostly inhibitors; 0.46% of 360,000 active; Bifunctional 3'-5' exonuclease/ATP-dependent helicase WRN (Homo sapiens), Q14191; WRN helicase unwinding, fluorescent forked duplex, kinetic; AID 651768, 2012; further: potency means the concentration at half of the fitted maximal effect; on the % scale 0 is the no-effect control and ±100 the full control effect; nearly all actives have a fitted effect of over 55% in size
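Kinetic red-fluorescence monitoring (525/598 nm) tracks WRN helicase activity after 100 nM fluorophore-quencher forked duplex and 2 mM ATP are added to 20 nM enzyme pretreated 15 min at room temperature with compound.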
FUS yeast rescue: qHTS for Suppressors of FUS Proteinopathy: Primary screen using FUS-linked yeast assay | S. cerevisiae FUS-expressing, growth rescue, OD600, 24 h | Potency, µM (highest dose often 76.6 µM), for the others: at the highest dose growth rescue (activation), most hits filed as activators | 0.24% of 390,000 active | AID 1347120, 2019;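 further: potency means the concentration at half of the fitted maximal effect; plate controls were DMSO vehicle for no effect and reference control for full effect; nearly all actives have a fitted effect of over 55% in size; some results filed as inactive show a strong effect at the top dose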
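S. cerevisiae expressing FUS from galactose induction served as the toxicity model. Growth after 24hr at 30C, read as absorbance at 600 nm, indicates suppression of toxicity; compounds dosed at several concentrations.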
PLK1 PBD block: qHTS for Inhibitors of PLK1-PDB (polo-like kinase 1 - polo-box domain): Primary Screen; Serine/threonine-protein kinase PLK1 (Homo sapiens), P53350; 2.8% of 360,000 active; AID 720504, 2013; Potency, µM, for the others: max response, negative = inhibition, usual class: inhibitors; Plk1 PBD binding of FITC phosphopeptide, fluorescence polarization; further: potency means the concentration at half of the fitted maximal effect; series mostly up to about 57 µM; on the % scale 0 is the no-effect control and ±100 the full control effect; nearly all actives have a fitted effect of over 65% in size
Target sequence (P53350 whole entry, looked up, the tested form may be a part): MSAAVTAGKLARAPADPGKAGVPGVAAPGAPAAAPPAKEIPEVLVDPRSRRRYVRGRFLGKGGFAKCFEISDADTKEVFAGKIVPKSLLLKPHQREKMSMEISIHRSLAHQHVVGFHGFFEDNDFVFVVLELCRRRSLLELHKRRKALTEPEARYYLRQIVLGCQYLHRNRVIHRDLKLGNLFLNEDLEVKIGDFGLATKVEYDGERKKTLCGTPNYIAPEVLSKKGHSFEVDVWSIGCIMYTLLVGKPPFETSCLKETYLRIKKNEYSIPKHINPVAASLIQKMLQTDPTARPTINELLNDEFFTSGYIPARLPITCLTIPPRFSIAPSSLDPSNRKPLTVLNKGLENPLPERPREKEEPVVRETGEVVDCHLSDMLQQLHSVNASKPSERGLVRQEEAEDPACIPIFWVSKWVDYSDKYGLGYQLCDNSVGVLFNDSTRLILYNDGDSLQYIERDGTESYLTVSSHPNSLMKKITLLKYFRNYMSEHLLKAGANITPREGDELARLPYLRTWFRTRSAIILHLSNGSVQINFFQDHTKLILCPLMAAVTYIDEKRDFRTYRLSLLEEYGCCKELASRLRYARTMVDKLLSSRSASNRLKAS
IL2 activator: qHTS of IL-2 Activators; IL-2 activation reporter assay, cell-based qHTS; stimulated with anti-CD3/CD4/CD28 beads; in transgenic mouse T cells; activation, % (series mostly up to about 46 µM); 0.065% of 360,000 active; AID 652025, 2013; in the data active means activation above about 50%; inconclusive means mostly about 30% to 49%; further: 0% is about no effect
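EGFP and DsRed fluorescence is measured by plate cytometry in unstimulated transgenic mouse T cells exposed to compound for 60 minutes, then stimulated 18 hours at 37 degrees C with anti-CD3/anti-CD4 beads plus anti-CD28.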
EPAC1 antagonist: qHTS for Antagonist of cAMP-regulated guanine nucleotide exchange factor 3 (EPAC1): primary screen; Rap guanine nucleotide exchange factor 3 (Homo sapiens), O95398; EPAC1 GEF assay, Rap1b-BODIPY-GDP exchange fluorescence; AID 720709, 2013; 0.14% of 360,000 active; Potency, µM (titrated, usually from 115 µM), without a hit: at the highest dose activity change, negative = inhibition, usual class: inhibitors;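 further: potency means the concentration at half of the fitted maximal effect; plate controls were vehicle for no effect and positive control for full effect; nearly all actives have a fitted effect of over 50% in size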
EPAC1 ag: qHTS for Agonist of cAMP-regulated guanine nucleotide exchange factor 3 (EPAC1): primary screen; Rap guanine nucleotide exchange factor 3 (Homo sapiens), O95398; EPAC1 agonist qHTS, biochemical assay; response scale: 100% = response to 6.5 mM cAMP; Potency, µM (top dose mostly 154 µM), for inactives: at the top dose activation, most hits filed as activators; 0.073% of 360,000 active; further: potency means the concentration at half of the fitted maximal effect; nearly all actives have a fitted effect of over 60% in size
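Normalized to 6.5 mM cAMP, activity reflects EPAC1-catalysed release of BODIPY-GDP from Rap1B, followed kinetically over 30 min at 480 nm excitation, 540 nm emission. Reaction contained 100 nM EPAC1, 250 nM Rap1B-BODIPY-GDP, 50 uM GDP.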
PI5P4Ka inh: qHTS for Inhibitors of phosphatidylinositol 5-phosphate 4-kinase (PI5P4K); Phosphatidylinositol 5-phosphate 4-kinase type-2 alpha (Homo sapiens), P48426; PI5P4Kalpha enzyme, ADP-Glo luminescence, 60 min; hits give low values; max response, %; 1.2% of 330,000 active; AID 652105, 2013; active means max response of -50% or lower; inconclusive means between -30% and -50%; inactive means -30% or higher; further: value at the top dose of about 77 µM; on the % scale 0 is the no-effect control and ±100 the full control effect
Target sequence (P48426 whole entry, looked up): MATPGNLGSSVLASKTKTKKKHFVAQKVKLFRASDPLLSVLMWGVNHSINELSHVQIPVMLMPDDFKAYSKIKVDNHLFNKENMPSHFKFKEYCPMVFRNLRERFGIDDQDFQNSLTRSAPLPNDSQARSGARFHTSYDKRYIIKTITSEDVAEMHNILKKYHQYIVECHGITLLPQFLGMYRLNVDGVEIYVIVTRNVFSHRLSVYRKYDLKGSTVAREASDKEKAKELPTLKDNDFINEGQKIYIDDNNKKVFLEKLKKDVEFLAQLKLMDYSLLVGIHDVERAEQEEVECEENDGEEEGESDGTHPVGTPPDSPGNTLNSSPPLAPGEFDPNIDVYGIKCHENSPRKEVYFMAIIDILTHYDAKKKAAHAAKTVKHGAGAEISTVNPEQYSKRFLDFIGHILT
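Controls without substrate or without enzyme flank wells where PI5P4Kalpha converts substrate using 5 microM ATP (final). Incubation lasts 60 minutes at room temperature; ADP formed is read by ADP-Glo luminescence.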
Abeta rescue: qHTS for compounds that reverse cellular toxicity of Amyloid beta (A-beta) peptide in yeast: Primary Screen; yeast expressing A-beta42, growth rescue, OD600, 48 h; response scale: 0% DMSO, 100% iron-clioquinol control; Potency, µM (titrated, usually from 46.1 µM), for inactives: at the top dose growth rescue, usual class: activators; 0.063% of 410,000 active; further: potency means the concentration at half of the fitted maximal effect; nearly all actives have a fitted effect of over 55% in size
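Yeast growth medium received pinned compounds, then yeast cells expressing toxic A-beta were added; plates incubated at 30 C for 48 hr. Growth read as absorbance at 600 nm, normalized to DMSO and equimolar FeCl3 plus clioquinol controls.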
An asterisk follows results filed as active; u = inconclusive; x = no result given; & = joins results of further samples; [ ] = remark or other dose. Unless noted, the call rests on the fitted dose curve; in most records, active means well fitted curve in the direction sought with a large enough effect; inconclusive means small, poorly fitted or top-dose-only effect, or another doubt; inactive means no such curve, though single readings can be large; an effect the other way counts as inactive or inconclusive.

Each structure is followed by: WRN helicase inh, FUS yeast rescue, PLK1 PBD block, IL2 activator, EPAC1 antagonist, EPAC1 ag, PI5P4Ka inh, Abeta rescue
COC(=O)c1c(NC(=O)CN2CCOCC2)sc2c1CCC(C)C2 (stereo not given)
→ -6%, 1%, -11%, 4.1, 14%, 11%, -8, -6%
O=C(c1c(Cl)cccc1Cl)N1CCCCCC1
→ -6%, -17%, -1%, -0.2, -12%, 0%, 4, 10%
O=C(Nc1ccon1)c1cccc(Cl)c1
→ -12%, 31%, -4%, 4.4, -4%, 4%, x, -12%
O=C(Cc1ccc(S(=O)(=O)N2CCOCC2)s1)NCC(=O)Nc1ccccc1Br
→ 7%, x, -3%, 1.1, -2%, -3%, -9, -5%
Cc1cccc(OCc2nnc(SCC(=O)Nc3ccc(C)c(C)c3)o2)c1
→ -7%, -4%, 7%, 1.7, 1%, 0%, x, 5%
CC(C)(C)OC(=O)N1CCC(CC2CC(c3ccc(Cl)cc3)=NO2)(C(=O)NCC2CCCCC2)CC1 (stereo not given)
→ 2%, 23%, -5%, -2.9, u, -19%, 5, 0%
CCOC(=O)C1=C(O)C(=O)N(c2ccc(S(N)(=O)=O)cc2)C1c1ccc(OC)cc1OC (stereo not given)
→ -1%, u, -9%, -1.0, 0%, 0%, 7, -3%
O=C(Cc1cccc(NC(=O)C2CCCN(C(=O)CCc3ccccc3)C2)c1)Nc1cccc(C(=O)N2CCCC2)c1 (stereo not given)
→ 1%, u, -9%, -3.0, -17%, 8%, -2, -2%
O=c1cc(C(F)F)oc2c1ccc1ccccc12
→ -3%, -13%, -14%, 0.4, -7%, 3%, x, -7%
CCCC(=O)N(Cc1cc2cc(C)ccc2[nH]c1=O)c1ccccc1OC
→ -25%, -5%, -5%, -0.1, -2%, -6%, -4, 5%
COc1cccc(-n2c(Cc3cc(=O)[nH]c(=O)[nH]3)nnc2SCC(=O)N2CCCCCC2)c1
→ 0%, -12%, -7%, -2.6, -10%, 3%, 0, -32%[inhibitor]
CCCSc1nc2sc3c(c2c(=O)[nH]1)CC(C)CC3 (stereo not given)
→ 5%, -17%, -2%, 1.2, -7%, 4%, 6, 15%
CCN1CCN(Cc2ccc(NC(=O)c3ccc(C)c(NC(=O)c4c[nH]c5cc(C(F)(F)F)ccc5c4=O)c3)cc2C(F)(F)F)CC1
→ -4%&11%, u, 4%&0%, -5.3&-0.3, -15%&-13%, -23%&-37%, -67*, -14%&-3%
COC(=O)c1ccc(NC(=O)c2ccccc2N(C)S(C)(=O)=O)cc1
→ -1%, 1%, -5%, 0.5, 9%, -1%, -6, -6%
Cc1sc(N)nc1-c1cccs1
→ -3%, 13%, u, -1.2, -7%, 1%, -1, 4%
CCCCn1c(SCC(=O)NNC(=O)c2ccccc2)n[nH]c1=O
→ -6%, -1%, -9%, 0.0, -23%, 5%, 5, -11%
O=C(O)CSc1ccnc2cc(Cl)ccc12
→ -5%, 8%, 2%, 0.0, -7%, 11%, -25, -7%
COc1cccc(N2CC(=O)Nc3c(oc4nc(-c5ccccc5)cc(C)c34)C2=O)c1
→ -5%, -2%, -11%, -0.1, -5%, 0%, 2, -12%
Cc1ccccc1COc1cccc(/C=N/NC(=O)c2nnn(-c3nonc3N)c2C)c1
→ 3%, -10%, -12%, -4.5, 11%, -8%, -6, 6%
CC(C)CC(CC(C)C)=NNC(=O)c1ccc(CSc2nncn2C)cc1
→ -28%, 9%, -3%, 1.7, 2%, -1%, -6, -18%
CCC(=O)Nc1cccc(-c2nnc(SCC(=O)NCc3ccco3)n2C)c1
→ -5%, x, -7%, 0.5, -17%, -9%, 2, -2%
Nc1nnc(SCC(=O)Nc2ccccc2)s1
→ -7%, 11%&-5%, -2%, 1.0, -11%, -3%, 1, -5%&8%
CCC(C)NC(=O)CNC(=S)N(Cc1ccc(F)cc1)C1CCCCC1 (stereo not given)
→ -6%, 0%, -8%, 0.4, 3%, -2%, 0, -5%
[N-]=[N+]=CC(=O)CC(c1ccccc1)N1C(=O)c2ccccc2C1=O (stereo not given)
→ 5%, 14%, -4%, 1.9, u, 0%, 2, 7%
CC(=O)N1CCN(Cc2nc3cc(NC(=O)c4ccccc4)ccc3n2C)CC1
→ -8%, -5%, 2%, 0.2, -1%, 4%, 9, 1%
CCOC(=O)N1CCN(c2cc(=O)n(-c3ccc(OCC)cc3)c(=O)[nH]2)CC1
→ -2%, -7%, -2%, -1.1, 2%, 0%, x, 10%
COc1ccc(-n2c(-c3ccc(C(C)(C)C)cc3)n[nH]c2=S)c(OC)c1
→ -3%, 27%, -7%, -2.3, -16%, -11%, -15, 3%
CCNc1ccc(C(=O)OCC(=O)c2cc(C)n(Cc3ccc4c(c3)OCO4)c2C)cc1[N+](=O)[O-]
→ 4%, 45%, -9%, -1.3, 1%, -5%, 2, 0%
CC1(C)Cc2nc3sc4c(=O)n(CC(=O)NCc5ccccc5)cnc4c3cc2CO1
→ 9%, 13%, 1%, -0.4, 10%, -6%, x, -5%
CCNC(=S)Nc1ccc(N2CCCCC2)cc1
→ 9%, -3%, u, -3.2, 7%, 7%, 4, -32%[inhibitor]
COc1cc(C(=O)OCC(=O)NC23CC4CC(CC(C4)C2)C3)cc(OC)c1OC
→ 1%, u, -13%, 4.2, -12%, 0%, 1, -13%
COC(=O)C(NC(=O)c1ccc(F)cc1)(Nc1ncc(S(=O)(=O)c2ccc([N+](=O)[O-])cc2)s1)C(F)(F)F (stereo not given)
→ -6%, 34%, -2%, -1.2, u, 9%, -4, -8%
O=C1CCN(CCCN2CCC(=O)NC2=S)C(=S)N1
→ 6%, -12%, -14%, 0.2, -1%, 15%, 1, -1%
c1ccc(Nc2nc(NCC3CCCO3)c3ccccc3n2)cc1 (stereo not given)
→ -11%, 23%, -17%, -1.0, -8%, -2%, u, -23%
CNc1ncnc(Sc2nc(N)nc3nc[nH]c23)c1[N+](=O)[O-]
→ -5%, x, u, -6.8, -6%, 6%, -23, -2%
CCCCOc1ccccc1C(=O)N(Cc1ccco1)C1CCS(=O)(=O)C1 (stereo not given)
→ -9%, 9%, -3%, 1.3, -22%, 7%, 4, x
COc1cc(SC#N)ccc1N=Cc1c(C)[nH]n(-c2ccc(C)cc2)c1=O
→ -7%, 12%, u, -6.1, 0%, 0%, -12, -33%
CCC(=O)N/C(=N/c1nc(C)cc(C)n1)Nc1cccc(OC)c1
→ 3%, -5%, -10%, -2.3, 0%, 3%, x, 5%
CNC(=S)N1CCN(c2nc(-c3ccc(F)cc3)cs2)CC1
→ -5%, -2%, -13%, 0.6, -3%, -3%, -1, 14%
N/C(=N\N=C\c1ccc2c(c1)OCO2)SC1CC(=O)N(c2ccc(C(=O)O)cc2)C1=O (stereo not given)
→ -19%, -2%, 8%, 0.4, 18%, 4%, u, -22%

The closing six compounds of the section above lead into the next.
Each structure is followed by: WRN helicase inh, FUS yeast rescue, PLK1 PBD block, IL2 activator, EPAC1 antagonist, EPAC1 ag, PI5P4Ka inh, Abeta rescue
CNc1ncnc(Sc2nc(N)nc3nc[nH]c23)c1[N+](=O)[O-]
→ -5%, x, u, -6.8, -6%, 6%, -23, -2%
CCCCOc1ccccc1C(=O)N(Cc1ccco1)C1CCS(=O)(=O)C1 (stereo not given)
→ -9%, 9%, -3%, 1.3, -22%, 7%, 4, x
COc1cc(SC#N)ccc1N=Cc1c(C)[nH]n(-c2ccc(C)cc2)c1=O
→ -7%, 12%, u, -6.1, 0%, 0%, -12, -33%
CCC(=O)N/C(=N/c1nc(C)cc(C)n1)Nc1cccc(OC)c1
→ 3%, -5%, -10%, -2.3, 0%, 3%, x, 5%
CNC(=S)N1CCN(c2nc(-c3ccc(F)cc3)cs2)CC1
→ -5%, -2%, -13%, 0.6, -3%, -3%, -1, 14%
N/C(=N\N=C\c1ccc2c(c1)OCO2)SC1CC(=O)N(c2ccc(C(=O)O)cc2)C1=O (stereo not given)
→ -19%, -2%, 8%, 0.4, 18%, 4%, u, -22%
Brc1cccc(-c2nnc3sc(CN4CCC5(CC4)OCCO5)cn23)c1
→ -7%, 12%, -1%, -0.9, -14%, 0%, x, 5%
CCOc1ccc2cc(C#N)c(SCC(=O)N3CCOCC3)nc2c1
→ 1%, 11%, -5%, -0.1, 7%, 9%, 0, -5%
COc1ccc(CCNC(=O)CCNC(=O)N2CC(=O)Nc3ccccc32)cc1OC
→ 5%, -23%, -16%, -2.7, -3%, -9%, 0, 8%
Cc1cccc(C(=O)N(C)c2nnc(-c3ccncc3)s2)c1
→ -6%, -6%, -22%, -1.7, 21%, -4%, -1, 9%
Cc1ccc(NC(=S)Nc2cccc(S(=O)(=O)Nc3c(C)n(C)n(-c4ccccc4)c3=O)c2)cc1
→ -4%, u, u, -0.2, -4%, -5%, 5, 0%
Cc1cccc(N2CCN(C(=O)c3noc4c3COc3ccc(C)cc3-4)CC2C)c1 (stereo not given)
→ -2%, -5%&-3%, -9%, -2.4, -8%, 14%, 3, -4%&-3%
Cc1c(C(=O)NCc2ccc3c(c2)OCO3)sc2nc(-c3ccccc3)cn12
→ 7%, -24%, 3%, -0.7, 33%[activator], -16%, 2, -9%
c1ccc2c(C[C@@H]3CNCCN3CCCCC3CCCCC3)cccc2c1
→ -9%, 10%, 3%, 0.3, -9%, -22%, 26, -36%[inhibitor]
